# High-throughput results deposited in PubChem BioAssay by The Scripps Research Institute Molecular Screening Center.
# PAFAH2 inh – inhibitors of human PAFAH2. Q99487. 340,000 tested, 0.99% active. recombinant PAFAH2, FP-rhodamine activity probe, fluorescence polarization. inhibition, % at 3.39 µM;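 active = inhibition above the mean over all tested compounds plus 3 SD, cut at about 30% in these data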;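 note: inhibitors block probe labeling of enzyme so polarization drops; 0% = enzyme with DMSO and 100% = wells lacking PAFAH2 protein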
# LYPLA2 counter – blocks human lysophospholipase 2, a PME1 counter-screen; O95372; recombinant LYPLA2, FP-Rh probe fluorescence polarization; inhibition, % at 5.9 µM; 320,000 tested, 0.38% active; AID 2177;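 active = inhibition above the screen-wide mean plus 3 SD, limit set per campaign, cut at about 26% in these data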;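 note: 0% = LYPLA2 with DMSO and 100% = wells lacking LYPLA2 enzyme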
# LYPLA1 inh – LYPLA1 (human) inhibition in PME1 counter-screen | recombinant LYPLA1, FP-Rh probe fluorescence polarization | inhibition, % at 5.9 µM | 320,000 tested, 0.16% active | AID 2174;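 active = inhibition above the mean of all tested compounds plus 3 SD, set per campaign, cut at about 14% in these data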;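 note: inhibitors block serine hydrolase probe labeling of LYPLA1 so polarization falls; 0% = enzyme with DMSO and 100% = wells lacking LYPLA1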
# Target sequence (O75608 whole entry, looked up): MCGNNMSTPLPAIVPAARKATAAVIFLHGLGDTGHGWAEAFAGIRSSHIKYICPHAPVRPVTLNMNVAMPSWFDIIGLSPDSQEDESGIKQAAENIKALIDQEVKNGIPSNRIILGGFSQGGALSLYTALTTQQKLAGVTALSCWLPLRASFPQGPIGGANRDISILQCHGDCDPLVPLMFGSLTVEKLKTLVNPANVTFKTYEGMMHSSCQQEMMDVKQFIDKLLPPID
# PAFAH1B3 inh – blocks human PAF acetylhydrolase 1B catalytic subunit 3; inhibition, % at 3.39 µM; recombinant PAFAH1B3, FP-rhodamine probe, fluorescence polarization; Q15102; 340,000 tested, 0.28% active; AID 492972;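 active = inhibition above the screen-wide average of all tested compounds plus 3 SD, cut at about 25% in these data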;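 note: 0% = enzyme with DMSO only and 100% = wells lacking PAFAH1B3 protein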
# Target sequence (Q15102 whole entry, looked up): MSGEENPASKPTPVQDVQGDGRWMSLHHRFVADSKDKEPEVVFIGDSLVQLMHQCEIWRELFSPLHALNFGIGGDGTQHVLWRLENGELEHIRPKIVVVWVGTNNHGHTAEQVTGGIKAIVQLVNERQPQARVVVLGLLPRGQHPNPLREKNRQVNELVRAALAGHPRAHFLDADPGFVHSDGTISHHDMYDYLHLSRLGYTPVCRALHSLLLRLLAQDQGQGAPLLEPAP
# PREPL inhibitor – human PREPL enzyme inhibition. Q4J6C6. recombinant PREPL, fluorescence polarization activity-based probe. inhibition, % at 5.96 µM. 320,000 tested, 0.68% active; in the data active = inhibition above about 43%;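 note: 0% = enzyme with DMSO and 100% = wells lacking enzyme; many of its hits are not listed in these tables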
# PAD4 FP inh – blocks human protein arginine deiminase 4 | 330,000 tested, 0.41% active | recombinant PAD4, RCA probe fluorescence polarization | AID 485272 | Q9UM07 | inhibition, % at 6.36 µM;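 active = percent inhibition above a cutoff equal to the mean of all tested compounds plus 3 SD, cut at about 15% in these data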;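 note: 0% = PAD4 with RCA probe and DMSO and 100% = probe without PAD4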
# pPAFAH inh – inhibitors of human plasma PAF acetylhydrolase (pPAFAH); 330,000 tested, 1.5% active; AID 463082; recombinant pPAFAH, FP-rhodamine probe fluorescence polarization; Q13093; inhibition, % at 3.39 µM;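 active = inhibition above the mean inhibition across the screen plus 3 SD, cut at about 25% in these data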;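 note: inhibitors block binding of the rhodamine activity-based probe so polarization drops; 0% = enzyme with DMSO and 100% = wells lacking pPAFAH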
# PAFAH1B2 FP inh – inhibitors of human PAFAH1B2; P68402; recombinant PAFAH1B2, FP-rhodamine activity probe, fluorescence polarization; inhibition, % at 3.39 µM; 340,000 tested, 1.2% active; AID 492953;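 active = inhibition above the mean of all tested compounds plus 3 SD, cut at about 24% in these data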;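 note: 0% = enzyme with DMSO and 100% = wells lacking PAFAH1B2; many of its hits are not listed in these tables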
# Target sequence (P68402 whole entry, looked up): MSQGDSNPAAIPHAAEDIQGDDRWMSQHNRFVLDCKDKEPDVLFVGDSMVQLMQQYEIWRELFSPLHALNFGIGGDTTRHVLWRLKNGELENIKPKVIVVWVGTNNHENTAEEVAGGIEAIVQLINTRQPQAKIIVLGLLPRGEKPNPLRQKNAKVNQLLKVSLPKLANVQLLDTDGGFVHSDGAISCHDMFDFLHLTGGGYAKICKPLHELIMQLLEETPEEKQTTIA
# GSTO1 inh – counter-screen for RBBP9 inhibitors: inhibitors of human GSTO1. recombinant GSTO1, activity-based probe fluorescence polarization. inhibition, % at 5.96 µM. P78417. 300,000 tested, 1.1% active. AID 1974;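 active = inhibition above the campaign mean inhibition plus 3 SD, cut at about 35% in these data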;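 note: 0% = GSTO1-1 with DMSO and 100% = wells lacking GSTO1-1 enzyme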
# Target sequence (P78417 whole entry, looked up): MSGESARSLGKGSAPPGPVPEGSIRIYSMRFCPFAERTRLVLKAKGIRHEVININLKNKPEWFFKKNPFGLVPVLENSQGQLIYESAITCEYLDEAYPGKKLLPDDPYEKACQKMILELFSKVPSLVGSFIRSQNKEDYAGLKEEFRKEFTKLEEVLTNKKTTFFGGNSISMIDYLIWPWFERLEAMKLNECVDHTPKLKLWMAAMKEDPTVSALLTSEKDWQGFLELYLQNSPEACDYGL
# Numbers without * were called inactive; · = not tested or not shown.
SMILES,PAFAH2 inh,LYPLA2 counter,LYPLA1 inh,PAFAH1B3 inh,PREPL inhibitor,PAD4 FP inh,pPAFAH inh,PAFAH1B2 FP inh,GSTO1 inh
COC(=O)c1cc(=O)n(Cc2ccc3c(c2)OCO3)c(=Nc2ccccc2)s1,-7,-2,-2,-6,-10,4,-2,-2,2
CC(=O)C(CC(=O)N1CCCC1)C(=O)Nc1ccc(Cl)cc1 (configuration not stated),-5,·,·,7,8,-2,2,8,·
Cc1ccc(OCCNC(=O)CNC(=O)c2ccc(C)c(C)c2)cc1,1,1,-1,3,-58,0,0,13,-5
COc1ccc(C(=O)Nc2ccc3nc4n(c(=O)c3c2)CCCC4)cc1[N+](=O)[O-],·,2,1,·,-3,-2,-2,·,-3
COCCCn1c(-c2ccccc2Cl)n[nH]c1=S,13,10,0,6,-4,-1,7,-2,3
N/C(=N\OC(=O)c1cc(-c2ccccc2)nc2ccccc12)c1ccccn1,-15,3,-3,-6,0,-5,1,-5,4
Cc1cc2cc(OCC(=O)O)ccc2n1C,-4,-10,-4,8,6,-6,-7,2,-4
O=C(Cn1ccc(C(F)(F)F)n1)NNC(=O)c1ccco1,2,0,1,4,4,3,6,8,·
Cc1c(C#N)c(N)nc2c3c(sc12)NC(=O)CC3c1ccc(Cl)cc1 (configuration not stated),2,0,-3,3,-11,-1,7,6,5
FC(F)(F)c1ccc(CN2C[C@@H]3C(c4ccc(Cl)nc4)C4(c5ccccc5)CC3(C4)[C@H]2c2ccccc2)cc1 (some centres not stated),2,4,-2,5,-8,-1,-1,-6,7
CCOC(=O)c1ccc(NC(=S)Nc2cccc(C)n2)cc1,-7,3,-1,5,2,1,10,0,3
C=C(C)COc1ccc(-c2ncncc2Oc2ccc(OC)cc2)c(O)c1,2,-2,-2,4,-5,0,5,1,1
Cc1cc(C)c(C)c(S(=O)(=O)Nc2cccc(-n3cnnn3)c2)c1C,2,-1,-3,2,-24,1,7,9,-4
NC(=O)c1ccc(NC(=O)CCCN2C(=O)c3ccccc3C2=O)cc1,0,0,-2,2,3,4,-1,3,-6
COc1cc(C2/C(=C(/O)c3ccc(F)cc3)C(=O)C(=O)N2CCCC(=O)O)ccc1O (configuration not stated),4,-4,-5,-6,-6,-1,-2,-2,8
CCn1c(CSc2ncn[nH]2)nc2cc(C(=O)O)ccc21,12,10,4,-1,10,22*,8,5,6
CCN(CC)CCNC(=O)C(Oc1ccccc1)Oc1ccccc1,2,-4,-3,9,-1,0,1,4,-2
O=C(NCCCN1CCN(Cc2ccccc2)CC1)C1CCN(S(=O)(=O)N2CCC3(CC2)OCCO3)CC1,7,3,3,-6,-8,2,0,0,4
O=C(c1ccccc1)N1CCN(c2nc3ccc([N+](=O)[O-])cc3s2)CC1,4,8,2,0,34,-1,4,5,-6
COCC1CCCCN1C(=O)C1CCN(c2nc(-c3ccccc3)nc3c2CCC3)CC1 (configuration not stated),0,4,3,-4,-5,-1,7,-6,0

# Structures above that bear a hit mark in PAD4 FP inh:
SMILES	PAFAH2 inh	PAFAH1B3 inh	PREPL inhibitor	PAD4 FP inh	pPAFAH inh	PAFAH1B2 FP inh
CCn1c(CSc2ncn[nH]2)nc2cc(C(=O)O)ccc21	12	-1	10	22*	8	5

# The list goes on:
SMILES,PAFAH2 inh,LYPLA2 counter,LYPLA1 inh,PAFAH1B3 inh,PREPL inhibitor,PAD4 FP inh,pPAFAH inh,PAFAH1B2 FP inh,GSTO1 inh
Cc1cccc(C2c3[nH]c4ccccc4c3CCN2C(=O)c2cc(C(C)C)nc(N)n2)n1 (configuration not stated),4,-1,0,2,15,5,3,5,4
COCc1nnc(NC(=O)CS(=O)(=O)c2ccc(C)cc2)s1,3,3,3,5,9,2,2,5,3
COc1ccc(/C=C/C(=O)Oc2ccc(/C=N/NC(=O)c3ccccc3)cc2)cc1OC,2,9,3,7,-8,3,2,-3,2
COc1cccc(C(=O)NCC(=O)NCc2cc(=O)n(C)c(=O)n2C)c1OC,2,3,4,1,-4,-7,6,4,-1
COc1ccccc1N(CC(=O)Nc1ccc(C)cc1Cl)S(=O)(=O)c1cccs1,1,·,·,-1,-9,1,6,0,·
CCCNC(=O)C(Cc1ccccc1)NC(=O)c1ccccc1 (configuration not stated),1,-1,-3,4,-6,-2,-1,0,·
CCOC(=O)COc1cc(OCC(=O)OCC)c2c(=O)cc(-c3ccccc3)oc2c1,0,5,-2,6,1,-7,-2,8,8
CC(=O)Nc1ccc(SCC(=O)c2ccc(Br)s2)cc1,1,-3,-3,4,-6,35*,6,6,12
CC(=O)c1ccc(CC2SC(N)=NC2=O)cc1 (configuration not stated),-4,-14,2,9,4,-3,1,7,14
O=C(NCc1nc2ccccc2[nH]1)C1=C[C@H](c2coc3ccccc3c2=O)C[C@H](OCCCCO)O1,-2,0,-1,11,7,2,-2,-7,-2
CCc1nnc(NS(=O)(=O)c2ccc(NC(=S)NC(=O)c3ccccc3)cc2)s1,-8,12,3,2,0,-2,2,-3,-5
COc1cc(C(=O)Nc2cccc(-c3nc4cc(C)ccc4o3)c2C)cc(OC)c1OC,3,-2,-1,-3,-3,3,-7,0,-5
O=C(CSc1ccc2c(c1)OCCO2)NC(=O)Cc1ccccc1,0,-2,-1,15,1,0,4,0,-1
COC(=O)c1ccccc1NC(=O)NCC1CCCO1 (configuration not stated),2,2,-2,3,22,1,3,5,0
COc1cccc(C2C=C(c3ccc(Br)s3)Nc3ncnn32)c1OC (configuration not stated),5,2,0,10,-7,-4,6,2,13
Cn1c(=O)c2c(nc(CN3CCN(C(=O)c4ccco4)CC3)n2CC(=O)C(C)(C)C)n(C)c1=O,0,2,0,1,4,-3,2,5,-5
O=C(NCN1CCCCC1)c1cccnc1,1,6,0,1,-6,-2,-3,1,4
COc1ccc(C(=O)N(C)C2CCCCC2)cc1S(=O)(=O)N1CCOCC1,2,-2,0,7,6,4,3,3,·
COc1ccc(C(=O)Nc2cccc(C(=O)N3CCN(C)CC3)c2)cc1,-4,1,-1,7,8,-3,2,-4,2
Cc1ccc(C)n1-c1ccc(C(=O)NCc2cccnc2)cc1,-3,7,3,0,3,-5,6,3,-11
COc1ccc(-c2nc(NC(=O)CSc3nnc4ccccn34)ns2)cc1,·,7,2,·,6,1,3,·,7
Nn1c(-c2cccs2)nc2sc3c(c2c1=O)CCCC3,4,-2,0,2,-23,2,-4,0,-1
COc1ccc(CCN2C(=S)N(c3ccc(Cl)cc3)C(=O)C2CC(N)=O)cc1OC (configuration not stated),4,10,0,2,4,1,-5,5,14
Cn1c2ccccc2c2cnn(CC(=O)Nc3ccc(Cl)cc3)c(=O)c21,-22,-41,-20,-22,-10,-8,-12,-9,-46
O=C(COc1ccc2ccc(=O)oc2c1)Nc1ccc(CN2CCOCC2)cc1,-6,8,2,8,-3,-2,4,6,19
COCc1c(C(=O)N2CCN(CCOc3ccccc3)CC2)oc2ccccc12,-4,9,0,0,-1,-2,1,0,·
Oc1ccc(N=Nc2c(O)ccc3ccccc23)cc1,10,-7,0,10,22,-8,13,-5,14
Cc1cccc(C)c1NC(=O)CN(C)C(=O)C1CC(=O)N(c2cccc3ccccc23)C1 (configuration not stated),2,-1,-1,4,4,-6,-6,6,·
COc1ccc(OC)c(S(=O)(=O)NCCCN2CCOCC2)c1,-2,·,·,6,23,4,-1,4,·
O=C(CSc1nc(=O)n2ccccc2n1)NCc1ccccc1Cl,-2,3,-1,0,-3,-4,8,3,-1
Cc1ccc(CN2[C@@H](c3ccccc3)COCCS2(=O)=O)cc1,-1,-1,0,4,1,2,6,16,3
CCOC(=O)C1CN(S(=O)(=O)c2cccc(C(F)(F)F)c2)c2cc(CC(=O)OC)ccc2O1 (configuration not stated),-5,-6,-2,-1,5,1,-5,4,3
CNc1nc(N/N=C/c2ccc([N+](=O)[O-])cc2)nc(Nc2ccccc2)n1,5,-2,-3,4,0,-1,6,2,-2
Cc1ccc(NC(=O)c2ccc3c(c2)CCN3S(C)(=O)=O)c(C)c1,3,-2,3,11,2,-3,-1,3,-2
Cc1cc[n+](C(C)C(=O)c2ccc(Cl)cc2)cc1 (configuration not stated),5,1,-1,2,-3,-1,4,-4,-2
O=C(O)C1=C[C@H](c2ccc3c(c2)OCO3)C[C@H](OCc2ccc(CO)cc2)O1,-1,-3,0,-1,-13,-1,-7,3,-5
Nn1c(Cc2ccc(Br)cc2)n[nH]c1=S,-3,5,0,-4,-6,-3,3,6,-2
Cc1nnc(SCC(=O)Nc2nccs2)s1,1,-3,-1,12,5,1,2,-1,1
CC(O)CCc1nc2ccc(C(=O)O)cc2[nH]1 (configuration not stated),-3,5,-3,4,-10,4,-3,4,-2
O=C(Cc1c[nH]c2ccccc12)N1CCN(S(=O)(=O)c2cccc(Cl)c2Cl)CC1,6,3,3,1,28,3,11,7,·
Cc1cc(N2CCN(C)CC2)ccc1NC(=O)c1cccc(S(=O)(=O)N2CCc3ccccc3C2)c1,0,-3,-3,1,18,0,0,1,-1
COc1ccc(N(CC(=O)NCCSC2CCCCC2)S(C)(=O)=O)c(OC)c1,-4,-6,0,8,4,0,5,0,2
O=C(CSc1nc2ccccc2c(=O)n1CC1CCCO1)Nc1ccc(F)cc1 (configuration not stated),-6,-4,-1,4,1,-1,2,-2,17
COc1ccc(N(CC(=O)NCc2ccc(F)cc2)C(=O)CCC(=O)Nc2ccccn2)cc1,-1,-2,2,-1,12,1,4,-2,-7
Cc1cccc(C(=O)OCC(=O)NC2CCCCCCC2)c1,92*,4,0,6,16,-4,29*,8,·
CCOC(=O)CSc1nnc(C)c(=O)[nH]1,0,-7,-1,16,5,3,-7,2,-7
Fc1ccc(NC(=S)N2CCSC2c2cccs2)cc1 (configuration not stated),0,0,0,6,-3,2,5,3,7
COc1ccc(C2=NOC(C(=O)N3CCCCCC3)C2)cc1OC (configuration not stated),3,4,3,-3,14,-2,9,2,7
O=C(c1ccc(F)cc1)N1CCN=C1c1ccccc1,-3,0,0,8,-1,-1,6,6,6
CC[N+](CC)(CCCCS(=O)(=O)[O-])CCNP1(=O)C=C(c2ccccc2)OC(c2ccccc2)=C1,-22,9,4,1,15,-5,-1,5,2
# The list continues:
SMILES,PAFAH2 inh,LYPLA2 counter,LYPLA1 inh,PAFAH1B3 inh,PREPL inhibitor,PAD4 FP inh,pPAFAH inh,PAFAH1B2 FP inh,GSTO1 inh
Cc1cc2c(c(=O)n1Cc1ccco1)C(c1cccnc1)C(C#N)=C(N)O2 (configuration not stated),9,1,-3,6,14,-3,3,1,-1
COC(=O)C(F)(F)Sc1c(C)[nH]c2ccccc12,3,8,5,0,0,-3,4,-1,2
O=[N+]([O-])c1ccc(N2CCN(S(=O)(=O)c3cnc[nH]3)CC2)cc1,-10,4,1,8,-7,4,1,5,-3
C=CCNc1sc(C(=O)c2ccccc2)c(N)c1-c1nc2ccccc2s1,1,5,-3,4,10,-5,12,3,-4
COc1cscc1C(=O)O,5,5,0,1,-5,-6,4,4,12
COc1ccc(N2C(=O)NC(NC(=O)c3cccnc3)(C(F)(F)F)C2=O)cc1 (configuration not stated),8,4,-1,19,20,-3,-1,8,0
CCCn1c(C(C)Nc2nc(-c3ccc(Cl)c([N+](=O)[O-])c3)cs2)nc2ccccc21 (configuration not stated),-2,2,-10,6,5,0,11,0,2
CCN(Cc1ccncc1)Cc1ccc(Br)cc1,0,0,-2,7,-36,-4,4,11,-1
Cc1ccccc1C(=O)Nc1cccc(C(=O)N/N=C/c2ccc3c(c2)OCO3)c1,-11,-17,-9,2,-9,-1,3,2,-7
COc1ccc(/C(N)=N/OC(=O)N2CCOCC2)cc1,3,-6,-2,6,8,-4,-11,2,3

# Some of the compounds tested. The share of hits here may be higher or lower than overall.
